# D2 ag – D2 dopamine receptor (human) agonism | P14416 | HEK293 T-REx D2 cells, calcium flux agonist mode | AID 485358 | activation, % at 2 µM | hit rate 0.53% among 340,000;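 active = activation over 3 SD above normal in the single-dose calcium agonist read, cut at about 30% in these data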; also: 0% is about no effect
# Target sequence (P14416 whole entry, looked up): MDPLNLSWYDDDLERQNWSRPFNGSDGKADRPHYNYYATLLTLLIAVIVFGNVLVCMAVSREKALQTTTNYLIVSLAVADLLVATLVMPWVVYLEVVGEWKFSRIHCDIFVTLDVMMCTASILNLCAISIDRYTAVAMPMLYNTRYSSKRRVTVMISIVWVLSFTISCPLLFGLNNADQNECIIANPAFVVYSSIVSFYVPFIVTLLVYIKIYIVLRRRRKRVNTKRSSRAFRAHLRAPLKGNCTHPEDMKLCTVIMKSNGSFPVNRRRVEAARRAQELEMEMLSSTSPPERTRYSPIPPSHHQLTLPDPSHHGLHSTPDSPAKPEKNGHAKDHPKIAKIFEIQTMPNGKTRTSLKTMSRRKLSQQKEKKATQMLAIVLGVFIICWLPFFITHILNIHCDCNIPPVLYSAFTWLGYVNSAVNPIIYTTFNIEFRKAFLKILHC
#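 Tetracycline-induced HEK293 Trex cells with D2 receptor force-coupled to calcium signaling, plated overnight at 30 C and loaded with no-wash calcium dye. Calcium flux read kinetically for 180 s after compound addition; responses flag agonists.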
# D2 PAM – D2 dopamine receptor (human) potentiation. HEK293 T-REx D2, calcium flux, EC20 dopamine potentiation. potentiation, % at 10 µM. hit rate 0.34% among 340,000. AID 485347;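 active = potentiation over 3 SD above the plate norm, cut at about 30% in these data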; also: 0% is about no effect
#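 Potentiation of an EC20 dopamine calcium response measured kinetically over 180 s, after a preceding 180 s compound-only read flagging agonists. Cells: inducible Hek293 Trex D2 line, 4000/well, cultured overnight at 30 C before dye loading.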
# D1 antag – human D1 dopamine receptor antagonism; HEK293 TREx D1 cells, calcium flux, dopamine EC80; active compounds read low; activity change, negative = inhibition, % at 10 µM; AID 504652; hit rate 3.2% among 360,000; in the data active = activity change below about -30%; also: % is scaled to controls: 0 for no effect and ±100 for the full control effect
# Target sequence (P21728 whole entry, looked up): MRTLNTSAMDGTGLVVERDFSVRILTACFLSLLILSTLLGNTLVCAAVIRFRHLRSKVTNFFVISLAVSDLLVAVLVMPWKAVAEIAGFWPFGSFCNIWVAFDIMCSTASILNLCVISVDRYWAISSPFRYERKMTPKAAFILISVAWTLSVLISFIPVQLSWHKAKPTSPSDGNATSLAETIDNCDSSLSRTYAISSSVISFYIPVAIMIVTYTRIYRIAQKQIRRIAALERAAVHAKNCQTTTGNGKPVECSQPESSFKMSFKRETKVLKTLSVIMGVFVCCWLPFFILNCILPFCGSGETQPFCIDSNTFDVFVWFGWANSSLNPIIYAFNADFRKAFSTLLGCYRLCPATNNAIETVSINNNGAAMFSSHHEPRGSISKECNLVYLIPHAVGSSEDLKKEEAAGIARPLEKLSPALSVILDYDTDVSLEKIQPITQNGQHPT
#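 Compound effects on dopamine-evoked calcium signalling were measured in tetracycline-induced HEK293 Trex D1 cells. Dopamine at EC80 followed a 180 s compound pre-read, and fluorescence was tracked kinetically for 180 s more.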
# D2 antag – D2 dopamine receptor (human) antagonism. P14416. AID 485344. HEK293 TREx D2 cells, calcium flux, dopamine EC80. hit rate 2% among 340,000. inhibition, % at 10 µM; in the data active = inhibition above about 30%; also: 0% is about no effect
#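 Tetracycline-induced HEK293 T-REx cells expressing D2 force-coupled to calcium signalling were dye-loaded, exposed to compound for 180 s, then challenged with an EC80 of dopamine; calcium flux was followed kinetically for a further 180 s.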
# TRHR agonist – TRH receptor (human) agonism; activation, % at 2 µM; AID 493084; hit rate 0.18% among 360,000; P34981; TRHR cells, calcium flux fluo-8, FDSS agonist mode; also: 0% is about no effect
#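 Steps: seed TRHR cells overnight; add fluo-8 no-wash Ca dye, RT 30 min–1.5 h; record 10 s baseline; pin-transfer compounds; monitor fluorescence 1 cycle/s for the agonist window. Calcium increases flag candidate agonists.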
# TRHR enhancer – allosterically enhances the human TRH receptor | P34981 | TRHR cells, fluo-8 calcium fluorescence, EC20 TRH enhancement | enhancement, % at 2 µM | hit rate 0.66% among 360,000 | AID 493056; in the data active = enhancement above about 30%; also: 0% is about no effect
#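 TRHR-expressing cells loaded with fluo-8 calcium dye were read kinetically (ex 480/em 530) during compound addition, then stimulated with an EC20 of TRH (10 nM final). Enhancement of the Gq-mediated intracellular calcium response was scored.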
# RXFP1 antagonist – blocks the human relaxin receptor RXFP1 | Q9HBX9 | HEK293-RXFP1, relaxin-stimulated cAMP HTRF, 30 min; active compounds read low | activity change, negative = inhibition, % at 57.5 µM | hit rate 0.59% among 350,000;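 active = activity change of -60% or lower, but not beyond a set lower limit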; also: % is scaled to controls: 0 for no effect and ±100 for the full control effect
# D1 agonist – activates the human D1 dopamine receptor; hit rate 1% among 360,000; P21728; activation, % at 2 µM; HEK293 T-REx D1 cells, calcium flux, agonist mode; also: 0% is about no effect
#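 Tetracycline-induced HEK293 TREx D1 cells, force-coupled to calcium signalling, were dye-loaded with a no-wash calcium kit. Compound was pin-added after a 10 s baseline. Fluorescence was read kinetically at 1 cycle/s for 180 s, with calcium rises flagged as agonism.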
# D1 PAM – potentiators of human D1 dopamine receptor | P21728 | potentiation, % at 10 µM | hit rate 0.036% among 360,000 | AID 504651 | HEK293 TREx D1 cells, calcium flux, dopamine EC20 potentiation; in the data active = potentiation above about 30%; also: 0% is about no effect
# * marks the source's active call; other numbers are inactive results; / = no result given. Rule as the data show it, unless noted: active = activation above about 30%; inactive = the rest.
item	molecule	D2 antag	D1 antag	D1 PAM	RXFP1 antagonist	TRHR agonist
1	O=c1o[nH]c(-c2ccccc2)c1N=Nc1c(F)cccc1Cl	13.7	12.4	-3.3	-8.2	0.0
2	CCn1c(=O)c2cc(C(=O)Nc3cccc(C(C)=O)c3)sc2c2ccccc21	-1.5	-2.9	4.8	-1.3	-0.5
3	CCOCCCNC(=O)C1c2ccccc2Oc2ccccc21	-1.7	-0.8	-3.5	-2.4	-0.1
4	S=C(NCc1ccccc1)Nc1ccc2ccccc2c1	-46.5	-0.3	-8.1	-0.1	-0.1
5	NS(=O)(=O)c1ccc(NC(=O)CN2CCCC2)cc1	2.8	12.7	-3.1	11.8	0.3
6	COc1cnc(-c2ccccn2)nc1Oc1cccc(Cl)c1	-10.0	12.5	-1.1	-6.5	-0.2
7	Cn1c(=NC(=O)C2CCCCC2)sc2cc([N+](=O)[O-])ccc21	5.8	-2.3	4.3	1.2	0.1
8	Fc1cccc(CSc2nc3ccncc3[nH]2)c1	9.6	-3.2	-5.0	1.9	0.1
9	CC(C)OP(=O)(OC(C)C)C(Nc1ccc(C(=O)O)cc1)c1ccccc1 (stereo not drawn)	-4.0	4.9	-0.6	-4.6	-0.1
10	CCN(CC)C(=S)SCC(=O)Nc1ccc(S(N)(=O)=O)cc1	14.6	-16.4	-6.2	7.7	0.1

item	D1 agonist	TRHR enhancer	D2 PAM	D2 ag
1	12.0	45.6*	6.3	0.9
2	0.6	17.8	-7.2	-0.1
3	2.9	-2.6	4.1	1.2
4	4.4	1.9	-4.2	0.3
5	-2.5	-7.2	0.9	-0.6
6	2.5	10.7	12.4	-0.4
7	0.2	6.0	-4.5	-0.5
8	-0.9	-5.6	-4.8	-0.5
9	1.5	3.4	30.5*	0.8
10	2.3	12.8	-18.7	0.9

# The results go on:
item	molecule	D2 antag	D1 antag	D1 PAM	RXFP1 antagonist	TRHR agonist
11	CCOC(=O)C(C(=O)c1ccccc1)C1CC(C)NC(=S)N1 (stereo not drawn)	11.5	-5.9	8.4	12.0	0.5
12	CCn1cc(C(=O)NCCCN2CCCC(C)C2)c(=O)c2cc(S(=O)(=O)N3CCc4ccccc4C3)ccc21 (stereo not drawn)	-4.0	2.2	3.0	0.5	-0.5
13	Cc1c(C(=O)N/N=C/c2ccc(N(C)C)cc2)[nH]c2ccc(Cl)cc12	-10.8	-9.6	-9.5	-13.5	0.0
14	Cc1nnc2c(N3CCN(C(=O)c4ccco4)CC3)nc3ccccc3n12	-15.9	4.7	0.8	10.0	0.3
15	O=C1CCC(=O)N1CCOP1(=O)COc2ccccc2OC1	10.7	-2.0	-2.3	7.3	1.2
16	CCOCCOC(=O)c1[nH]c2c(c1C)C(=O)CC(c1ccccc1)C2 (stereo not drawn)	-7.0	-1.1	4.5	6.4	-1.5
17	Cc1c(C(=O)Nc2ccccc2)sc2nc(-c3ccccc3)cn12	9.6	-25.5	-4.1	-16.5	0.3
18	CCOC(=O)C1CCN(S(=O)(=O)c2c(C)[nH]c(=O)[nH]c2=O)CC1	-15.4	8.2	-0.1	1.3	-0.2
19	Cc1ccc(S(=O)(=O)c2nnn3c2nc(NC2CCN(Cc4ccccc4)CC2)c2ccccc23)cc1C	11.6	10.9	-4.3	5.0	-0.3
20	COC(=O)c1sccc1NC(=S)N1C(C)CCCC1C (stereo not drawn)	/	5.9	-1.6	0.3	0.3

item	D1 agonist	TRHR enhancer	D2 PAM	D2 ag
11	-0.6	-0.2	1.2	0.8
12	-3.6	1.8	-16.9	-0.3
13	7.9	-3.7	-4.8	0.1
14	0.6	13.5	1.8	0.2
15	-0.4	-7.6	0.2	0.0
16	2.7	-5.2	-23.1	-0.5
17	3.5	2.0	-22.5	0.8
18	3.0	3.6	5.3	0.5
19	0.8	-5.8	37.3*	-0.2
20	-0.5	-3.3	/	/

# Continued:
item	molecule	D2 antag	D1 antag	D1 PAM	RXFP1 antagonist	TRHR agonist
21	O=C(Nn1c(-c2ccccc2)nc2ccccc2c1=O)c1ccco1	1.0	-2.0	-5.0	-1.8	-0.5
22	COc1ccc(-c2nn(-c3ccccc3)cc2/C=N/NS(=O)(=O)c2ccccc2)cc1	2.1	3.7	-1.0	/	-1.3
23	Cc1nn(-c2cccc(Cl)c2)c2c1C(c1cccnc1)C(C#N)=C(N)O2 (stereo not drawn)	0.6	-36.4*	-1.1	-18.8	0.1
24	CN(C)S(=O)(=O)c1ccc2c(c1)N(CC(=O)NCc1ccccc1)C(=O)C1CCCCN21 (stereo not drawn)	/	-0.3	-0.3	-1.0	-0.3
25	Cc1ccc(-c2csc(=Nc3ccc(F)cc3)n2Cc2ccc3c(c2)OCO3)cc1C	/	-10.3	-1.6	/	-3.0
26	S=C(Nc1cccc2ccccc12)NC1CCCCC1	-14.1	-3.3	-0.5	-3.6	-1.2
27	Cc1ccc(C(=O)NCCCn2ccnc2)cn1	/	-2.0	11.0	-10.0	-0.1
28	COc1ccc(Cn2nc3n(c2=O)-c2ccccc2OC3)cc1	/	0.4	-0.2	/	-1.3
29	COc1ccc(/C=N/NC(=O)c2ccco2)cc1OCc1ccccc1	12.3	-26.1	-3.4	-4.0	0.3
30	CCN(c1cccc(C)c1)S(=O)(=O)c1cccc(C(=O)O)c1	2.8	8.6	-1.4	14.6	0.7

item	D1 agonist	TRHR enhancer	D2 PAM	D2 ag
21	2.5	18.1	13.3	0.5
22	2.4	-5.8	1.3	0.1
23	7.0	-0.4	9.7	-1.0
24	1.1	2.2	6.2	-0.2
25	0.5	2.4	14.1	-1.3
26	0.1	9.7	0.6	0.9
27	0.8	1.5	/	/
28	-0.8	-6.5	-4.5	-1.2
29	0.7	0.9	4.6	-1.3
30	3.2	1.4	4.2	0.4

# (more compounds)
item	molecule	D2 antag	D1 antag	D1 PAM	RXFP1 antagonist	TRHR agonist
31	COCCNC(=S)Nc1ccc2nc(N3CCOCC3)cc(C)c2c1	3.1	3.1	-4.0	-0.5	0.6
32	Cc1c(CCOC(=O)c2cc([N+](=O)[O-])ccc2Cl)sc[n+]1CCCCS(=O)(=O)[O-]	14.5	14.3	-5.5	14.9	0.5
33	Cc1ccc(S(=O)(=O)NCCC(=O)N2CCN(c3cccc(Cl)c3)CC2)cc1C	-16.1	-30.3*	3.4	0.7	-0.2
34	Cc1cccc(C)c1NC(=O)CCCSc1nnnn1C	-10.2	0.0	1.2	20.7	-0.1
35	CCOc1ccc(S(=O)(=O)NCCC(=O)N2CC(C)CC(C)C2)cc1 (stereo not drawn)	-12.6	1.1	4.1	5.4	0.0
36	CC(=O)Nc1ccc(S(=O)(=O)N(C)CC(=O)OCC(=O)Nc2cc(C)on2)cc1	3.5	9.6	-3.2	9.1	0.1
37	COc1ccc(Cl)cc1NC(=O)N1CCN(c2ccccc2OC)CC1	-6.3	4.3	-1.9	-3.4	0.0
38	COc1ccc(N2C(=O)CC(N3CCN(S(=O)(=O)c4ccc(Cl)cc4)CC3)C2=O)cc1 (stereo not drawn)	2.8	-1.6	-7.6	-3.8	-1.2
39	CCN(CC(=O)NC(=O)NC1CCCCC1)Cc1ccccc1	-13.8	-6.1	3.5	-21.2	-0.3
40	O=C(Nc1ccc2ncccc2c1)c1cc(Cl)ccc1Cl	-13.6	-27.6	-3.3	-2.6	-1.8

item	D1 agonist	TRHR enhancer	D2 PAM	D2 ag
31	1.2	8.4	10.9	0.2
32	2.5	-1.7	-13.0	0.7
33	6.2	1.0	-2.9	0.6
34	4.2	0.3	12.5	0.4
35	2.1	-3.3	3.9	0.1
36	2.4	-2.5	1.6	0.4
37	3.6	-3.8	3.3	0.0
38	2.3	-10.7	-3.8	1.8
39	6.1	-1.2	6.5	-0.6
40	2.0	-2.3	-2.0	1.4

# Record cards, from the list above. Order of values: D2 antag | D1 antag | D1 PAM | RXFP1 antagonist | TRHR agonist | D1 agonist | TRHR enhancer | D2 PAM | D2 ag
# `COc1ccc(Cl)cc1NC(=O)N1CCN(c2ccccc2OC)CC1` as listed: -6.3 | 4.3 | -1.9 | -3.4 | 0.0 | 3.6 | -3.8 | 3.3 | 0.0
# `CCN(CC(=O)NC(=O)NC1CCCCC1)Cc1ccccc1` as listed: -13.8 | -6.1 | 3.5 | -21.2 | -0.3 | 6.1 | -1.2 | 6.5 | -0.6
# `Cc1ccc(S(=O)(=O)NCCC(=O)N2CCN(c3cccc(Cl)c3)CC2)cc1C` as listed: -16.1 | -30.3* | 3.4 | 0.7 | -0.2 | 6.2 | 1.0 | -2.9 | 0.6
# `Cc1cccc(C)c1NC(=O)CCCSc1nnnn1C` as listed: -10.2 | 0.0 | 1.2 | 20.7 | -0.1 | 4.2 | 0.3 | 12.5 | 0.4
# `COc1ccc(N2C(=O)CC(N3CCN(S(=O)(=O)c4ccc(Cl)cc4)CC3)C2=O)cc1` (stereo not drawn) as listed: 2.8 | -1.6 | -7.6 | -3.8 | -1.2 | 2.3 | -10.7 | -3.8 | 1.8

# More entries follow:
item	molecule	D2 antag	D1 antag	D1 PAM	RXFP1 antagonist	TRHR agonist
41	O=C(NNC1OC(CO)C(O)C(O)C1O)c1cccc(Br)c1 (stereo not drawn)	-10.0	-8.7	-0.1	6.0	-0.4
42	O=S(=O)(NCc1ccccc1Cl)c1ccc(-n2cnnn2)cc1	13.1	-7.8	3.1	8.2	-0.2
43	O=C(CCc1nnc(C2CCCCC2)o1)N1CCC(Oc2cccnc2)CC1	-0.8	11.0	-1.6	-5.1	-0.3
44	CCOC(=O)Nc1ccc2c(c1)N(C(=O)CCN(C)C)c1ccccc1S2	4.6	6.3	-1.4	-5.8	-0.1
45	CCOc1ccc(C(=O)N2CCN=C2SC)cc1OCC	/	5.8	0.6	-5.0	0.5
46	CC(NC(=O)COC(=O)c1ccc(Br)o1)c1ccccc1 (stereo not drawn)	2.2	7.7	0.9	3.3	-0.7
47	COc1ccccc1N1CCN(C(=O)CCC(=O)Nc2nnc(C(C)C)s2)CC1	26.0	7.2	10.8	-36.8	-0.3
48	COc1ccccc1/C=N/N1C(=O)C2C3C=CC(CC3)C2C1=O (stereo not drawn)	/	-7.6	4.7	-7.5	-0.1
49	COc1ccc(C(=O)COC(=O)c2cccnc2SC)cc1	/	/	-6.8	0.0	0.2
50	COn1c(=O)c(=O)n(OC)c2ccccc21	-24.5	11.2	0.3	-14.4	0.5
51	O=C(c1ccccc1)c1ccc(N2CCCC2)cc1	10.6	-0.3	-6.8	-6.3	-0.8
52	COC(=O)c1cc(-c2ccc(OC)c(OC)c2)on1	-7.2	3.0	0.4	0.1	0.8

item	D1 agonist	TRHR enhancer	D2 PAM	D2 ag
41	3.1	7.3	-12.7	0.2
42	2.3	9.0	-6.3	0.4
43	5.4	20.3	9.7	-0.4
44	3.9	5.3	1.6	-0.2
45	2.4	-0.9	-7.8	/
46	22.0	-2.7	-1.7	-0.6
47	1.6	-8.5	-17.7	0.3
48	-1.8	24.7	/	/
49	2.2	1.3	/	/
50	2.7	6.0	1.2	-0.5
51	0.8	-7.0	-1.5	0.4
52	0.0	8.6	12.5	-0.7

# Bioassay records: PubChem BioAssay, National Center for Advancing Translational Sciences (NCATS)

# Rows were taken by chance, and some 7.1% of all compounds hit somewhere here.
